High-throughput results deposited in PubChem BioAssay by several laboratories.
GSK3A inh – blocks human GSK-3 alpha kinase; inhibition, % at 10 µM; hit rate 0.1% among 320,000; ADP-Glo luminescence, 60 min;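 in the data active means inhibition above about 50%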;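 further: GST-tagged GSK-3 alpha with peptide substrate and 25 µM ATP; 0% = DMSO neutral wells and 100% = GW8510 positive control wells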
DYRK1A inh – blocks rat Dyrk1A kinase activity. hit rate 0.43% among 310,000. inhibition, % at 12.5 µM. Q63470. ADP-Glo luminescence, NFATc1 peptide; in the data active means inhibition above about 50%;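 further: plate controls were vehicle with enzyme for no effect and no enzyme for full effect; many of its hits are not listed in these tables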
hERG protect – compounds protecting human hERG from proarrhythmic drug block | CHO-hERG, FluxOR thallium flux, dofetilide IC70 present | activation (rescue from dofetilide block), less the hit threshold, % at 10 µM | hit rate 0.51% among 310,000;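 active means activation above the mean of controls blocked by dofetilide plus 5 SD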;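 further: thallium influx through hERG after potassium depolarization seen as dye fluorescence rise; in these data hits start at about 4.7%; inactives centre near -7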
Target sequence (Q12809 whole entry, looked up): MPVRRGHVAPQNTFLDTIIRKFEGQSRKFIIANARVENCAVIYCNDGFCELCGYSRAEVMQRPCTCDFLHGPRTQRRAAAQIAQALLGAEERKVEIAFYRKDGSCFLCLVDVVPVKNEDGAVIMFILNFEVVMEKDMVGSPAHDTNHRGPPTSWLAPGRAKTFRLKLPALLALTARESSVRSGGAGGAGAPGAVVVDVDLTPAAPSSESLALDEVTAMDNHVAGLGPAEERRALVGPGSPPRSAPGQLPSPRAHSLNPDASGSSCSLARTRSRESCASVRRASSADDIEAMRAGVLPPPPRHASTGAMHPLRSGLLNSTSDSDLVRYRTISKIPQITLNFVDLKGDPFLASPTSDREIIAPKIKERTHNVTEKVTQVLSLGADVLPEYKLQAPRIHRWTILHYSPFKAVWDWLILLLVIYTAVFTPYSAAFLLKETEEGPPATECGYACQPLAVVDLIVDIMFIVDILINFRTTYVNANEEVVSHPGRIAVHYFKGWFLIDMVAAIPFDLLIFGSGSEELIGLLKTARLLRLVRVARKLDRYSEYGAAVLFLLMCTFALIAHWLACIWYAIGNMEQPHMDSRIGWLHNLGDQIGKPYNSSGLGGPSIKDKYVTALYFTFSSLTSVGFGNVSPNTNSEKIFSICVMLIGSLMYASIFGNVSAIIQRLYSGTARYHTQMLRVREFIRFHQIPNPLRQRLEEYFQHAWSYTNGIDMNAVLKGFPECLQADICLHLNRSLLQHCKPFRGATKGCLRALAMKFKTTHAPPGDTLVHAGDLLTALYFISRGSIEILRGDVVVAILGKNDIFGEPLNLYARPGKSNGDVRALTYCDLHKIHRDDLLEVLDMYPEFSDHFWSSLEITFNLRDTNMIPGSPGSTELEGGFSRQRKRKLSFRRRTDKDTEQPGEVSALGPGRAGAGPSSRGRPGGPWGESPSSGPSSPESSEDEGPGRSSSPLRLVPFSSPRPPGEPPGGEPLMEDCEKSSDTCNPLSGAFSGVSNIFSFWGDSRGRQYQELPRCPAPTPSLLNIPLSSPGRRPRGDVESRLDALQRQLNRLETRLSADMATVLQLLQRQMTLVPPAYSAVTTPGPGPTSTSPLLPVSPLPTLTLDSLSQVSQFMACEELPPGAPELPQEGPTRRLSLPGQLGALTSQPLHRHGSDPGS
KCNQ1 pot – human KCNQ1 channel potentiation or activation; P51787; B-score at 10 µM; hit rate 0.35% among 310,000; CHO-K1 KCNQ1, thallium flux FluxOR fluorescence; active compounds read high;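 active means fluorescence ratio B-score, a plate-corrected score, at least three library SD, with initial intensity B-score within 5 SD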
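Assay system: CHO-K1 cells stably expressing KCNQ1; Medium: assay buffer with matched DMSO; Also added: K+/Tl+ depolarizing stimulus; Dosing: single dose; Timing: dye 90 min, compound 20 min, room temperature; Measured by: kinetic FluxOR thallium fluorescence, 10-s 1-Hz baseline, 110-s post-stimulus read; Read-out: peak-minus-minimum fluorescence over initial fluorescence, negative-control normalized, B-scored.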
HDAC3 inh – blocks human histone deacetylase 3; inhibition, % at 8.3 µM; recombinant HDAC3, fluorogenic peptide/trypsin coupled, fluorescence; O15379; hit rate 0.15% among 320,000; in the data active means inhibition above about 26%, passing the limit was not always enough; inconclusive means no clear call, values can overlap the other calls
GSK3B inh – blocks human GSK3beta kinase activity | P49841 | GST-GSK3beta kinase, ADP-Glo luminescence, 60 min; active compounds read low | activity score (negative = inhibition), % at 10 µM | hit rate 0.038% among 300,000 | AID 2097;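 active means more than half of replicate wells score below -50%, meaning over 50% inhibition versus plate controls; inconclusive means some replicates but at most half score below -50%; inactive means no replicate scores below -50%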;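 further: 0% = median DMSO wells and -100% = median GW8510 positive control wells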
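test system = GST-tagged human GSK3beta kinase, cell-free | reagent = 25 µM ATP with peptide substrate | dosing = one dose of 10 µM per compound | schedule = 60 min reaction, RT | detection = luminescent ADP-Glo measurement of ADP formed | control set = DMSO neutral wells and GW8510 at 20 µM as positive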
KCNK3 block – human KCNK3 channel inhibition, primary screen; CHO-KCNK3 thallium flux, FluxOR fluorescence; active compounds read low; hit rate 0.84% among 340,000; B-score at 10 µM; O14649;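 active means B-score under library mean minus 4 SD, starting fluorescence ratio at most library mean plus 5 SD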;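 further: more negative B-score means stronger inhibition of thallium flux through KCNK3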
RGS4 pot – RGS4 potentiation or activation. HEK293 M3R/inducible RGS4, carbachol calcium flux Fluo4; active compounds read low. B-score at 10 µM. hit rate 0.92% among 310,000. AID 463111;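 active means B-score of the integrated calcium signal more than 4 SD below the library mean, with starting fluorescence not abnormally high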;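 further: negative B-score means reduced calcium response which marks RGS4 activation or potentiation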
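Assay system: Inducible-RGS4 HEK293 cells carrying M3 receptor | Schedule: Compound preincubation 20 min at room temperature before agonist | Signal: Kinetic calcium fluorescence imaging with Fluo4-AM dye, 2 µM | Read-out basis: B score from integrated fluorescence ratio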
KCNQ1 block – inhibitors of human KCNQ1 potassium channel. CHO-K1 KCNQ1, FluxOR thallium flux fluorescence; active compounds read high. hit rate 1.3% among 310,000. P51787. B-score at 10 µM. AID 2642;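 active means compounds whose thallium flux B-score, printed positive for inhibition, exceeds three library SD while starting fluorescence stays within three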;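 further: channel opened by potassium depolarization with thallium stimulus after 20 min compound exposure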
KCNK9 block – blocks the human KCNK9 two-pore domain potassium channel. Q9NPC2. HEK293 KCNK9, FluxOR thallium flux fluorescence; active compounds read low. B-score at 10 µM. hit rate 1.2% among 310,000;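 active means ratio B-score over 3 SD below the library mean, with starting fluorescence within 5 SD of its mean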;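 further: negative B-score means less thallium flux so channel inhibition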
PolyA inhibitor – inhibitors of polyadenylation in S. cerevisiae; hit rate 0.02% among 300,000; S. cerevisiae SKY197-pL101 polyadenylation reporter, beta-gal luminescence; efflux-impaired pdr1/pdr3 knockout yeast; score 100 = 6 SD above DMSO; calls only at 12 µM;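 active means lowest replicate activity score at least 50, where 100 means six control SD above control mean; inconclusive means lowest score under 50 but half or more replicates reach 50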;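 further: yeast exposed to compound for 9 h at 30 °C; higher score means more reporter readthrough which indicates perturbed polyadenylation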
* hit, by the source's call; i = inactive; u = inconclusive; x = not tested or not shown. These rows are one share of the data; rates above refer to the full screens.

SMILES	GSK3A inh	DYRK1A inh	hERG protect	KCNQ1 pot	HDAC3 inh	GSK3B inh	KCNK3 block	RGS4 pot	KCNQ1 block	KCNK9 block	PolyA inhibitor
COc1ccccc1CN1CC(C(=O)NCCn2ccc(C)n2)CCC1=O (stereo unspecified)	0	-2	-6	i	-1	2	i	i	i	i	x
CCNc1ccc(Br)cc(C(=O)/C=C/c2ccccc2Cl)c1=O	-1	-3	-23	i	6	0	i	i	i	i	x
COC(=O)c1[nH]c2cccc(C)c2c1NC(=O)CN1CCN(c2ccccc2OC)CC1	0	0	-3	i	-4	0	i	i	i	i	i
CC(=O)Nc1ccc(S(=O)(=O)N2CCSC2c2ccc(C)cc2)cc1 (stereo unspecified)	2	-1	-5	i	1	0	i	i	i	i	i
CCn1c2ccccc2c2cc(NC(=O)C(=O)NCC3CCCO3)ccc21 (stereo unspecified)	0	3	-5	i	8	1	i	i	i	i	i
CC1CCCN(C(=O)COC(=O)CNC(=O)c2ccc(Br)cc2)C1 (stereo unspecified)	-1	-4	-9	i	6	4	i	i	i	i	i
O=C(Cc1c[nH]c2ccccc12)N/N=C/c1ccc(F)cc1	3	9	-6	i	11	3	i	i	i	i	i
O=C(c1cc(-c2ccccc2Cl)nc2ccccc12)N1CCOCC1	3	7	-7	i	2	0	i	i	i	i	i
COc1ccccc1NC(=O)NCCC1=CCCCC1	0	-2	-5	i	-2	1	i	i	i	i	i
CCOC(=O)C1(Cc2ccccc2C(F)(F)F)CCN(C2CCN(C(C)=O)CC2)CC1	-1	-4	-8	i	-1	2	i	i	i	i	x
Cn1cc(CN2CCC(C(=O)Nc3ccc(Oc4ccccc4F)cc3)CC2)cn1	x	-2	-14	i	x	-4	i	i	i	i	i
O=C(C1CCN(c2nnc(-n3cccc3)s2)CC1)N1CCCCC1	1	2	-3	i	0	0	i	i	i	i	i

Some entries already given, showing only HDAC3 inh, KCNK9 block and GSK3A inh.
Structure | HDAC3 inh | KCNK9 block | GSK3A inh
CCn1c2ccccc2c2cc(NC(=O)C(=O)NCC3CCCO3)ccc21 (stereo unspecified) | 8 | i | 0
CC1CCCN(C(=O)COC(=O)CNC(=O)c2ccc(Br)cc2)C1 (stereo unspecified) | 6 | i | -1
O=C(Cc1c[nH]c2ccccc12)N/N=C/c1ccc(F)cc1 | 11 | i | 3
O=C(c1cc(-c2ccccc2Cl)nc2ccccc12)N1CCOCC1 | 2 | i | 3
COc1ccccc1NC(=O)NCCC1=CCCCC1 | -2 | i | 0

Further results
SMILES	GSK3A inh	DYRK1A inh	hERG protect	KCNQ1 pot	HDAC3 inh	GSK3B inh	KCNK3 block	RGS4 pot	KCNQ1 block	KCNK9 block	PolyA inhibitor
COCCNC(=O)c1ccc2nc(Cc3ccc(OC)c(OC)c3)oc2c1	-1	2	-2	i	1	3	i	i	i	i	i
CNC(=O)COC(=O)c1ccc(Cl)c(S(N)(=O)=O)c1	0	9	-10	i	3	-4	i	i	i	i	i
CCCN1C(=O)/C(=C2\SC(N3CCCCC3)=NC2=O)c2ccccc21	1	-1	-10	i	1	0	i	i	i	i	i
O=C(COc1ccccc1)N1CCN(c2ccccc2)CC1	-1	4	-5	i	1	-1	i	i	i	i	i
COc1ccc(C(=O)N2CCC(C(=O)O)CC2)c2ccccc12	-2	0	1	i	8	-5	i	i	i	i	i
COc1ccc(N2CCN(C(=O)CCCn3nnnc3CN3CCOCC3)C(C)C2)cc1 (stereo unspecified)	2	x	-11	i	-3	2	i	i	i	i	i
CCn1c(C)cs/c1=N\C(=S)Nc1ccccc1C	0	2	-10	i	5	2	i	i	i	i	i
Cc1ccc(S(=O)(=O)CCC(=O)OCC(=O)N2c3ccccc3CC2C)cc1 (stereo unspecified)	0	18	-8	i	-7	2	i	i	i	i	i
Cc1cccc(N(CC(=O)NCC2CCCO2)C(=O)CNS(=O)(=O)c2ccc(Cl)cc2)c1 (stereo unspecified)	-2	-1	-5	i	0	4	i	i	i	i	i
OCCNc1c2ccccc2nc2ccccc12	1	16	-11	i	-11	-2	i	i	i	i	i
NC(=O)CNC(=O)[C@@H]1CC2(CC(c3cccc(Br)c3)=NO2)CN1C(=O)c1ccc(Br)cc1 (stereo partly specified)	-1	x	-7	i	1	2	i	i	i	i	i
CSc1ccc(/C=C/c2cc(=O)c3ccccc3[nH]2)cc1	4	-5	3	i	-12	2	i	i	i	i	i

Compounds above containing an NH in an aromatic ring:
SMILES	GSK3A inh	DYRK1A inh	hERG protect	KCNQ1 pot	HDAC3 inh	GSK3B inh	KCNK3 block	RGS4 pot	KCNQ1 block	KCNK9 block	PolyA inhibitor
COC(=O)c1[nH]c2cccc(C)c2c1NC(=O)CN1CCN(c2ccccc2OC)CC1	0	0	-3	i	-4	0	i	i	i	i	i
O=C(Cc1c[nH]c2ccccc12)N/N=C/c1ccc(F)cc1	3	9	-6	i	11	3	i	i	i	i	i
CSc1ccc(/C=C/c2cc(=O)c3ccccc3[nH]2)cc1	4	-5	3	i	-12	2	i	i	i	i	i

The list continues:
SMILES	GSK3A inh	DYRK1A inh	hERG protect	KCNQ1 pot	HDAC3 inh	GSK3B inh	KCNK3 block	RGS4 pot	KCNQ1 block	KCNK9 block	PolyA inhibitor
CCn1c(SCC(=O)Nc2ccc(S(=O)(=O)Nc3onc(C)c3C)cc2)nnc1-c1ccccc1	-5	-21	-3	i	-1	5	i	i	i	i	i
CC1(C)C=C(c2ccc(C=O)s2)CC(C)(C)N1C=O	4	3	-8	i	-2	-3	i	i	i	i	i
Cc1cccc(C(=O)NCCC(=O)Nc2ccc(C#N)cc2)c1	-2	x	-6	i	-2	0	i	i	i	i	i
Cc1oc(-c2ccccc2)nc1CS(=O)CC(=O)N1CCc2ccccc2C1 (stereo unspecified)	x	7	-12	i	3	0	i	i	i	i	i
CCOC(=O)/C(N=Nc1c(C)n(C)n(-c2ccccc2)c1=O)=C(/O)c1ccccc1	-1	1	-4	i	2	-1	-8.9*	i	i	i	i
Cc1ccccc1-n1c(-c2ccc3ccccc3n2)n[nH]c1=S	4	2	-3	i	7	0	i	i	i	i	i
O=C(c1cc2cc(F)ccc2[nH]1)N1CCN(C(=O)c2ccco2)CC1	1	6	-6	i	u	-3	i	i	i	i	i
COc1ccc(S(=O)(=O)N2CCN(c3ccccn3)CC2)c(OC)c1	-1	-1	-12	i	3	6	i	i	i	i	i
CCOc1ncccc1C(=O)Nc1cccc(C(=O)Nc2cccc(S(=O)(=O)CCO)c2)c1	x	19	-28	i	3	-1	i	i	i	i	i
COc1ccc(-c2[nH]nc3c2C(c2ccoc2)C(C#N)=C(N)O3)cc1 (stereo unspecified)	22	14	-5	i	-4	-2	i	i	i	i	i
C/C(=N\NS(=O)(=O)c1ccc(Br)cc1)c1ccncc1	0	-6	-13	i	-1	-2	i	i	i	i	i
Cc1ccccc1C(=O)N=c1ccn(-c2nc3ccccc3nc2NS(=O)(=O)c2ccc(F)cc2)cc1	-4	0	-5	i	-3	1	i	i	i	i	i
Cc1ccc2nc(SCC(=O)NCc3ccco3)c(C#N)cc2c1	x	-1	-6	i	3	1	i	i	i	i	i
COCCNC(=O)c1ccccc1NC(=O)CSc1ccc(C)cc1	0	-4	-6	i	-1	0	i	i	i	i	i
Cc1ccc(-c2nc3ncccc3o2)cc1NC(=O)COc1ccccc1	-2	7	-3	i	-4	-3	i	i	i	i	i
Cc1onc(-c2ccccc2)c1C1=N/C(=C\c2ccccc2F)C(=O)O1	-2	-6	-7	i	4	2	i	i	i	i	i
O=[N+]([O-])c1ccc(/C=N/Nc2ccnc3cc(Cl)ccc23)o1	3	4	-21	i	-2	3	i	i	i	i	i
COc1ccc(N(C(=O)c2cnccn2)C(C(=O)NC2CCCCC2)c2ccccc2)cc1 (stereo unspecified)	-1	3	-5	i	-15	7	i	i	i	i	i
Cc1cc(N2CCOCC2)nc(SCC(=O)c2ccccc2)n1	1	x	-1	i	-2	0	i	i	i	i	i
O=C(CSc1nnc(-c2ccccc2O)o1)Oc1ccc(OCc2ccccc2)cc1	-4	-9	-3	i	3	-1	i	i	i	i	i
O=C(c1ccco1)N1CCN(C(c2ccccc2F)c2nnnn2CC2CCCO2)CC1 (stereo unspecified)	-2	1	-5	i	-5	0	i	i	i	i	x
CCN1C(=O)N[C@@H](CCc2ccccc2)[C@@H](C(=O)OC)[C@H]1C	-1	-2	-4	i	-11	3	i	i	i	i	i
CC1(C)Cc2c(cnn2-c2ccccc2)C(=O)/C1=N\NC(=O)c1ccncc1	1	7	1	i	-2	2	i	i	i	i	i
COc1ccc(OCC(O)CN2CCN(c3ccccc3)CC2)cc1 (stereo unspecified)	-2	-27	-13	i	6	3	i	i	i	i	i
Cc1cc(C(=O)N2CCC(Cc3ccccc3)CC2)ccc1[N+](=O)[O-]	-2	-5	-14	i	x	-1	i	i	i	i	i
COC(=O)NNC(=O)c1cccc(C)c1	-1	0	-10	i	9	-1	i	i	i	i	i
CCOC(=O)N1CCN(c2nc(C)c3c(n2)CCCC3=O)CC1	-1	-5	-7	i	3	2	i	i	i	i	i
Cc1nnc2sc(-c3ccc(N(C)C)cc3)nn2c1=O	x	0	-9	i	x	-1	i	i	i	i	i
C=CCc1ccc(OCCCCOc2ccc(C(=O)O)cc2)c(OC)c1	2	-2	-4	i	3	-6	i	i	i	i	i
O=C(NNc1nc2ccccc2s1)C1CC1	0	x	-2	i	5	-4	i	i	i	i	i
C=CCn1c(SCc2ccc(C#N)cc2)nnc1-c1ccccc1	-2	-5	-10	i	-2	x	i	i	i	i	i
CCC(=O)N1CC2(CC(c3cccc([N+](=O)[O-])c3)=NO2)C[C@H]1C(=O)NCC(N)=O (stereo partly specified)	1	1	-8	i	-1	2	i	i	i	i	i
COc1cc(C(=O)N[C@H](C(=O)Nc2nnc(C3CC3)s2)C(C)C)cc(OC)c1OC	-4	-7	-12	i	-1	4	i	i	i	i	i
Cc1occc1C(=O)N1CCCC(Nc2ccc(F)c(F)c2)C1 (stereo unspecified)	1	6	-10	i	3	1	i	i	i	i	i
COc1ccc(C(O)(C(=O)NNc2ccc(C)cc2)c2cccs2)cc1 (stereo unspecified)	-2	6	-8	i	2	-3	i	i	i	i	i
